TDP1 block – blocks human tyrosyl-DNA phosphodiesterase 1; recombinant TDP1, AlphaScreen DNA substrate cleavage; Potency, µM (highest dose often 130 µM), without a hit: top-dose activity change, negative = inhibition, usual class: inhibitors; 350,000 tested, 0.28% active; AID 485290; also: nearly all actives have a fitted effect of over 40% in size
Target sequence (Q9NUW8 whole entry, looked up): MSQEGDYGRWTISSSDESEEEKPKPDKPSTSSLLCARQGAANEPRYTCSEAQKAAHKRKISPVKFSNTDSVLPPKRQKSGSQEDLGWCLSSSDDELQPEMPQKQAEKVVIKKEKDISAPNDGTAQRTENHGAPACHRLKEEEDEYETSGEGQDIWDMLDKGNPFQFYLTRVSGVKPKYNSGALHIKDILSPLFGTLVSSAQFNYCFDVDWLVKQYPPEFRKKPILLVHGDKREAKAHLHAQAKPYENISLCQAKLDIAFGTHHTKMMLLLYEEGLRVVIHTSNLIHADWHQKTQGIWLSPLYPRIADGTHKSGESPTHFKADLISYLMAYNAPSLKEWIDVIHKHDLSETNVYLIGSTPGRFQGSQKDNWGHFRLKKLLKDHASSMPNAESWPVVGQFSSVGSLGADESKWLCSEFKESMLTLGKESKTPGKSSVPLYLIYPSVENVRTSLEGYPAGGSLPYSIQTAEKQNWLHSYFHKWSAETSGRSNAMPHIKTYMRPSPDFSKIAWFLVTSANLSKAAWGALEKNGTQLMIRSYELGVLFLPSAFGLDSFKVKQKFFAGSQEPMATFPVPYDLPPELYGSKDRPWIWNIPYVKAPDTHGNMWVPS
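Steps: enzyme plus compound, 15 min RT; add biotin/phosphotyrosine-FITC oligonucleotide (15 nM final), react 5 min; add donor/acceptor beads (10 ug/ml final), 10 min; read AlphaScreen. Tdp1 at 1 nM final.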
KAT2A inh – inhibitors of human GCN5L2 histone acetyltransferase; Q92830; GCN5L2 HAT assay, ThioGlo1 CoA-SH fluorescence; AID 504327; 390,000 tested, 0.21% active; Potency, µM (doses to about 58.9 µM), for inactives: at the top dose activity change, negative = inhibition, usual class: inhibitors
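Fluorescence readout, Ex340nm/Em540nm: ThioGlo1 (50uM final) reacts with free CoA thiol released as 20nM GCN5L2 acetylates H3(1-25) peptide (75uM) using acetyl-CoA (70uM). Compound and enzyme sat 15 min beforehand; 20 min room-temperature reaction.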
DT40 TDP1 no CPT – qHTS for Inhibitors of human tyrosyl-DNA phosphodiesterase 1 (TDP1): qHTS in cells in absence of CPT. DT40 Tdp1-/- hTDP1 cells, no CPT, ATP luminescence, 48 h. Potency, µM (series often up to 46.2 µM), without a hit: at the highest dose activity change, negative = growth inhibition, hits mostly inhibitors. 420,000 tested, 15% active; also: nearly all actives have a fitted effect of over 55% in size
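Compound effects on proliferation are scored in DT40 Tdp1-/-;hTDP1 cells in the absence of CPT. ATP levels (CellTiter-Glo luminescence) are recorded after a ≥48 hr, 37 °C incubation.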
The depositor's hits bear a star; ? = inconclusive; / = no result given; & = joins results of further samples; [ ] = dose if it differs, or a comment. Calls follow the shape of the dose curve; as a rule, active = well fitted curve in the direction sought with a large enough effect; inconclusive = small, poorly fitted or top-dose-only effect, or another doubt; inactive = no such curve, though single readings can be large; an effect the other way counts as inactive or inconclusive. % is scaled to controls: 0 for no effect and ±100 for the full control effect; potency is read from the fitted curve at half-maximal effect.

Molecule	TDP1 block	KAT2A inh	DT40 TDP1 no CPT
CC(C)c1nc2ccccc2c2nnc(SCC(=O)NCc3ccco3)n12	-2%	1%	?
CCCOCc1cc(CN2CCN(c3cccc(Cl)c3)CC2)c(O)c2ncccc12	13%	-13%	5.2µM*
CN1CCN(S(=O)(=O)c2cc(Cl)c(Cl)cc2Cl)CC1	3%	-3%	-8%
CN(C)C(=O)CCc1ccc2c3c([nH]c2c1)[C@]1(C)[C@@H](C(=O)N2CCCCC2)C[C@H](CC(=O)NCCCn2ccnc2)C(=O)N1CC3	0%[56.1 µM]	-5%	-6%
CCCC[C@@H](C=O)NC(=O)[C@H](CC(C)C)NC(=O)[C@H](CC(C)C)NC(C)=O	9%&1%	5%&6%	1.1µM*
O=[N+]([O-])c1cccc(Cl)c1NCCNS(=O)(=O)c1ccc(Cl)cc1	4%	-2%	?
CC1CCCCC1NC1=NCCS1 (centres undefined)	-5%	-5%	-18%
CCc1ccc(N(CC(=O)Nc2ccccc2C(=O)N2CCOCC2)S(C)(=O)=O)cc1	6%	0%	0%
CC1CCCC(NC(=O)COC(=O)Cc2ccsc2)C1C (centres undefined)	2%	-3%	-15%
CCOC(=O)N1CCN(C(=O)c2ccc(CS(=O)(=O)c3ccc(OC)cc3)o2)CC1	-2%	-21%	?
C1=C(CCNc2nnnn2-c2ccccc2)CCCC1	6%	0%	?
COc1ccc(CCNC(=O)c2ccc(-c3ccc([N+](=O)[O-])cc3Cl)o2)cc1OC	8%	-13%	8.2µM*
CSCCC(NS(=O)(=O)c1ccc(C)cc1)C(=O)NC1CCCCC1 (centres undefined)	5%	0%	-7%
Cc1c(OCC(=O)NCCCn2ccnc2)ccc2c3c(c(=O)oc12)CCCC3	4%	-6%	-9%
COc1ccc2[nH]cc(CCNC(=O)CCC3CCCCC3)c2c1	/	-8%	?
O=C(COc1ccc(Br)cc1)Nc1ccc(S(=O)(=O)Nc2ccccn2)cc1	5%	-1%	-27%
O=C(Cn1nc(-c2ccccc2)c2ccccc2c1=O)Nc1ccc2c(c1)nc1n2CCOC1	/	-1%	-4%
CCCCNC(=O)Nc1ccccc1Br	5%	4%	14%
CCc1ccc(C(=O)c2cn(CC(=O)Nc3cc(OC)ccc3OC)c3ccc(Cl)cc3c2=O)cc1	6%	2%	?
CC(C)c1csc(CN2CCCC(CNC(=O)c3cccc4ccccc34)C2)n1 (centres undefined)	5%	-7%	?
O=C(NNC(=O)c1cccs1)c1cccnc1	1%	-6%	-10%
CCn1c2ccccc2c2cc(CN3CCN(Cc4cc(OC)ccc4O)CC3)ccc21	7%	-2%	?
CCCCN1C(=O)CC(C(=O)OCC)=C1C	/	-6%	1%
COc1ccc(CN(CC(=O)NCC2CCCO2)C(=O)CCC(=O)Nc2cc(C)ccn2)cc1 (centres undefined)	2%	-9%	0%
OC1OC[C@@H](O)[C@H](O)[C@H]1O (some centres undefined)	6%	-3%&-6%	/

Compound profiles, as listed above. Values in the order: TDP1 block	KAT2A inh	DT40 TDP1 no CPT
CN1CCN(S(=O)(=O)c2cc(Cl)c(Cl)cc2Cl)CC1 is entered as 3%	-3%	-8%
CCn1c2ccccc2c2cc(CN3CCN(Cc4cc(OC)ccc4O)CC3)ccc21 is entered as 7%	-2%	?
CCCCNC(=O)Nc1ccccc1Br is entered as 5%	4%	14%
CCCCN1C(=O)CC(C(=O)OCC)=C1C is entered as /	-6%	1%

Continuation.
Molecule	TDP1 block	KAT2A inh	DT40 TDP1 no CPT
CC(CC(=O)O)n1nnc2ccccc21 (centres undefined)	/	-7%	-11%
CCNC(=O)CN(c1ccc(C)cc1)S(=O)(=O)c1ccc(SC)cc1	1%	-1%	-23%
O=C(Nc1ncc(Cc2cccc(C(F)(F)F)c2)s1)c1ccc(-c2cccc([N+](=O)[O-])c2)o1	8%	-2%	?
O=C(Nc1ccccc1N1CCN(c2ccc(F)cc2)CC1)C1CCCCC1	1%	-2%	9%
CC(C)c1nn2c(=O)cc(COC(=O)c3ccccc3NC(=O)COc3ccccc3)nc2s1	4%	-1%	?
C/C=C/C1=CC(=O)C[C@H](c2ccc(OC)c(OC)c2)C1	1%	2%	?
COc1ccc(S(=O)(=O)NCC2CCCO2)cc1NC(=O)c1ccccc1 (centres undefined)	5%	-4%	-5%
Cc1cc(NC(=O)CSc2nc3c(C)ccc(C)c3cc2C#N)no1	4%	1%	-19%
CCOc1ccc(Nc2nc3c(C)cccc3cc2C#N)cc1	/	-6%	-19%
O=C(NCCN1CCOCC1)c1cccc(Cl)c1	3%[56.1 µM]	2%	-3%
CC1(C)[C@@H]2CC[C@]1(C)[C@@H](OC(=O)CSC#N)C2	0%	3%	/
COc1ccc(OC)c(NC(=O)CSc2nnc(CNc3ccc(F)cc3)o2)c1	2%	-2%	-22%
COC(=O)c1ccc(CNC(=O)c2ccc3c(c2)NC(=O)CS3)cc1	-2%	-1%	6%
Cc1cc(COc2ccccc2OCc2cc(C)no2)on1	5%	-15%	-1%
O=C(CCn1cnc2onc(-c3ccc(F)cc3)c2c1=O)N1CCN(c2ccc(F)cc2)CC1	4%	3%	18µM*
CCCCC(=O)Nc1sc2c(c1C(N)=O)CCC2	0%	-7%	-23%
CC(C)CN1CCC(=O)N(CCSc2ccccc2)CC1	/	-4%	?
CCNC(=O)COC(=O)c1cccc(Br)c1	1%	-16%	-5%
COc1cc(COc2ccc3c(C)c(CC(=O)O)c(=O)oc3c2C)cc(OC)c1OC	/	-5%	18%
CCc1nnc(NC(=O)c2cc(C)oc2C)s1	2%	5%	10%
CNC(=S)N1CCc2cc(OC)c(OC)cc2C1COc1ccc(F)cc1 (centres undefined)	0%	-6%	0%
COC(=O)c1ccc(CNC(=O)N2CCN(S(=O)(=O)c3ccc(C)cc3)CC2)cc1	11%	-1%	?
CCC1CCCCN1C(=O)CCC(=O)Nc1nnc(C(F)(F)F)s1 (centres undefined)	/	-5%	12%
CCN(CC)c1ccc(/C=N/Nc2nc3ccccc3[nH]2)cc1	12%	-11%	4.6µM*
COc1ccc(-c2nc3sc(CCNC(=O)Cc4ccccc4)c(C)n3n2)cc1	-5%	-3%	21µM*
COc1ccc(N(C)C(=O)c2cc3c(Cl)nc4ccccc4c3s2)cc1	6%	-3%	21µM*
CCN(CC)C(=O)c1c(NC(=O)c2ccccc2F)sc2c1CCC(C(C)(C)C)C2 (centres undefined)	/	-24%	?
CCn1cc(C2=NOC(C(=O)Nc3ccc4c(c3)OCO4)C2)c(C)n1 (centres undefined)	8%	-6%	?
Cc1ccc(OC(=O)CN2C(=O)c3ccccc3C2=O)cc1C	/	8%	31%[activator]
CCc1ccc(N(CC(=O)NC(C)(C)C)C(=O)CCC(=O)Nc2ccccn2)cc1	/	0%	18%
COc1ccc(N(C(=O)Cn2nnc3ccccc32)C(C(=O)NCc2ccco2)c2ccc(C)o2)cc1 (centres undefined)	5%	-2%	-30%
Cc1noc(C(=O)Nc2cccnc2Cl)c1Cl	/	14%	-3%
COc1ccccc1NC(=O)c1ccc(SCC(=O)NCc2ccccc2Cl)c([N+](=O)[O-])c1	2%	-5%	?
O=C(O)CC(NC(=O)C(c1ccccc1)c1ccccc1)c1cccc([N+](=O)[O-])c1 (centres undefined)	0%	-2%	1%
CCOc1ccc(S(=O)(=O)NCCC(=O)N2CCN(c3ncccn3)CC2)cc1	-8%	-1%	?
O=C(OCC(=O)N1CCOCC1)c1ccc2ccccc2c1O	-1%	-2%	-18%
COCCCn1c(SCC(=O)Nc2ccccc2)nnc1-c1ccncc1	2%[56.1 µM]	2%	-10%
CC(=O)C1=C(c2ccccc2)OC(N)=C(C#N)C1c1ccccc1C (centres undefined)	1%	3%	-15%
c1ccc(NC2=NCCN2CCCC2CCCCC2)cc1	-6%	-3%	23µM*
CC(=O)Nc1cccc(-n2nnc(SCC(=O)Nc3ccc(F)c(Cl)c3)n2)c1	-3%	-14%	?
COc1cc(C(=O)NCC(=O)OCc2cc(=O)oc3c(C)c(C)ccc23)cc(OC)c1OC	5%	-5%	1%
CCN(CC)CCN(C(=O)c1cc2ccccc2cc1OC)c1nc2ccc(OC)cc2s1	16%	-9%	18µM*
O=C(c1ccc(F)cc1)c1ccc(OCC(=O)N2CCOCC2)cc1	0%	-1%	-5%
Fc1cc(F)nc(NCc2ccccc2)n1	/	-6%	14%
COc1ccc(C(=O)COC(=O)c2sc(C)nc2C)cc1F	2%	-6%	-21%
CCC(=NC(CC)CO)C1=C(O)CC(C)(C)CC1=O (centres undefined)	2%	-1%	-6%
Oc1ccc(/C=N/NC(=S)NCc2ccco2)cc1	3%	-24%	-11%
Nc1nc(CSc2ccccc2)nc(N2CCCCC2)n1	3%	1%	-21%
CCCCCCCCc1c(O)nc(-n2[nH]c(C)c(CCO)c2=O)[nH]c1=O	11%	-7%	-8%
O=C(CSc1ccccc1)NCc1ccccc1	/	-6%	-1%

(continued)
Molecule	TDP1 block	KAT2A inh	DT40 TDP1 no CPT
CCCSc1ncc(Cl)c(C(=O)Nc2scc(-c3ccc(C)cc3)c2C(=O)OCC)n1	10%	7%	0%
O=S(=O)(/N=C(/c1ccccc1)N1CCCCC1)c1ccccc1	0%	-3%	?
Cc1ccc(S(=O)(=O)NCCc2nnc3ccc(NCCCOC(C)C)nn23)cc1	1%	-3%	-29%
Cc1ccc(/C=N/NC(=O)c2cccc3ccccc23)o1	0%	-6%	8.2µM*
CCOc1cc2[nH]c(=S)n(CCN3CCC(C)CC3)c(=O)c2cc1OCC	4%	-2%	-35%
Cc1cccc(-n2c(SCc3cc(=O)n4ccsc4n3)nc3ccccc32)c1	-3%	-19%	16µM*
c1nc(NCC2(N3CCOCC3)CCCCC2)c2ccsc2n1	2%	-2%	18µM*
O=C(NNC(=O)C12CC3CC(CC(C3)C1)C2)c1ccccc1O	-2%	4%	8.2µM*
COc1cccc(CNC(=O)c2cnc3sc(N4CCCC4)nn3c2=O)c1OC	7%	2%	-15%
COc1cc(/C=N/NC(=O)CSc2n[nH]c(=O)[nH]c2=O)cc(OC)c1O	-13%	-9%	2%
CN(CCOc1cccc2ccccc12)Cc1ccccc1	6%	0%	-4%
CCOC(=O)c1c(CN2CCCCC2)oc2ccc(O)cc12	0%	-11%	?
N/C(=N\OC(=O)C(c1ccccc1)c1ccccc1)c1cccnc1	3%	-3%	?
CC(=O)c1cccc(NC(=O)c2ccc(Br)o2)c1	3%	-1%	-16%
CCN(CC)c1ccc(C(=O)OCC(=O)N(C(C)C)C(C)C)cc1	0%	-14%	?
Clc1cccc(Cl)c1Cn1nnc(N2CCCC2)n1	-1%	-1%	-18%
Cc1cc2cc(CNC(=O)c3ccc(S(=O)(=O)N4CCCC4)cc3)ccc2n1C	4%	-28%	?
CC(C)=CCCC1=CCC2C(=O)NNC(=O)C2C1 (centres undefined)	5%	-1%	-19%
CC(C)NC(=O)c1nn(-c2ccccc2F)nc1CO	0%	1%	-9%
COc1cc(-c2nc3n(n2)C(c2ccc(F)cc2)C2=C(CCCC2=O)N3)cc(OC)c1OC (centres undefined)	5%	-2%	?
Cc1ccc(S(=O)(=O)N2Cc3ccccc3CC2C(=O)Nn2cnnc2)cc1 (centres undefined)	5%	-3%	-11%
CCN(CC(=O)Nc1ccc(NC(C)=O)cc1)C(=O)/C=C/c1cn(-c2ccccc2)nc1-c1cccs1	/	-10%	?
O=C(CSc1nc2ncc(Cl)cc2[nH]1)NCCc1ccc(F)cc1	6%	-19%	?
CN(C)c1ccc(/C=N/O)cc1	2%	-7%	18%
Cc1cccc2cc(CNCC3CCCO3)c(Cl)nc12 (centres undefined)	5%	-6%	-13%
Cc1c(Cl)cccc1NC(=O)Cn1c(CCC(=O)O)ccc1-c1cccs1	9%	-4%	?

Single values from the list:
CC(CC(=O)O)n1nnc2ccccc21 (centres undefined) in KAT2A inh: -7%
COc1ccc2[nH]cc(CCNC(=O)CCC3CCCCC3)c2c1 in KAT2A inh: -8%
COc1cc(/C=N/NC(=O)CSc2n[nH]c(=O)[nH]c2=O)cc(OC)c1O in TDP1 block: -13%
CCc1ccc(N(CC(=O)Nc2ccccc2C(=O)N2CCOCC2)S(C)(=O)=O)cc1 in KAT2A inh: 0%

Part of the list above, reformatted.
> CC(C)NC(=O)c1nn(-c2ccccc2F)nc1CO
  TDP1 block = 0%
  KAT2A inh = 1%
  DT40 TDP1 no CPT = -9%
> COc1cc(-c2nc3n(n2)C(c2ccc(F)cc2)C2=C(CCCC2=O)N3)cc(OC)c1OC (centres undefined)
  TDP1 block = 5%
  KAT2A inh = -2%
  DT40 TDP1 no CPT = ?

High-throughput results as filed in PubChem.

Some of the compounds tested, so the mix of outcomes need not match the whole.
